Source: PubChem BioAssay (several laboratories)
Pf gametocyte = kills late stage P. falciparum gametocytes | P. falciparum stage V gametocytes, ATP luminescence, 24 h | inhibition, % at 10.9 µM | 150,000 tested, 0.065% active | AID 743093;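 active means inhibition above the mean plus 3 SD of compounds within the control limits, set per campaign, cut at about 38% in these data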;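 further: 0% = DMSO wells and 100% = medium only without gametocytes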
Mcl1-Noxa inh = Mcl-1/Noxa interaction inhibition; TR-FRET Mcl-1/Noxa peptide binding, 2 h; inhibition, % at 21.7 µM; 220,000 tested, 1.5% active; AID 1022;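 active means compounds that cut the protein-peptide binding signal by more than 50% relative to plate controls in a single-dose test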;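 further: His-tagged Mcl-1 with rhodamine Noxa BH3 peptide and terbium anti-His antibody; 0% = Mcl-1 plus Noxa peptide wells and 100% = peptide-only wells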
Target sequence (Q07820 whole entry, looked up): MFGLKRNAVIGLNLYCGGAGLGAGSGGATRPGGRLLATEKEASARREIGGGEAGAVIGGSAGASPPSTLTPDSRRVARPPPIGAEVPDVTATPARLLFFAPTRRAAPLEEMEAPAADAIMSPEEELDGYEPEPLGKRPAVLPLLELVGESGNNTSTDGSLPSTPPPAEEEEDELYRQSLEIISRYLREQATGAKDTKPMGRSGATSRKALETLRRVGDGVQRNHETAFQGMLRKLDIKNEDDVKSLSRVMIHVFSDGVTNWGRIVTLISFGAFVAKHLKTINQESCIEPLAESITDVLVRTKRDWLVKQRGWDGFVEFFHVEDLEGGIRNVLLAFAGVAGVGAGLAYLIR
ABCG2 block = inhibitors of human ABCG2 transporter, ABCB1 counter-screen | IgMXP3 cells, JC-1 efflux, flow cytometry | inhibition, % at 6.6 µM | 190,000 tested, 0.1% active;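 active means inhibition above 80%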;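 further: 0% = DMSO and 100% = nicardipine control wells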
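Measure – % inhibition of efflux relative to nicardipine and DMSO · Test system – ABCG2 IgMXP3 and barcoded ABCB1 CCRF-Adr cell mix · Control set – nicardipine as high control, DMSO as low control · Compound – one concentration, 6.6 µM final · Signal – flow cytometry of retained JC-1 fluorescence · Timing – 10 min exposure at 25 °C with rotation, no wash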
RGS7-Gao = regulators of human RGS7-Galphao interaction. P09471. Multiplexed bead flow cytometry, RGS7-Galphao binding; actives lie on both sides. binding response (% of control), % at 10 µM. 220,000 tested, 0.35% active. AID 1439; in the data active means binding response below about 49% or above about 150%; inconclusive means no clear call, values can overlap the other calls; inactive means in between;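 further: fluorescent Galphao held in activated GDP-AlF4 state binding bead-coupled RGS7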
Target sequence (P09471 whole entry, looked up): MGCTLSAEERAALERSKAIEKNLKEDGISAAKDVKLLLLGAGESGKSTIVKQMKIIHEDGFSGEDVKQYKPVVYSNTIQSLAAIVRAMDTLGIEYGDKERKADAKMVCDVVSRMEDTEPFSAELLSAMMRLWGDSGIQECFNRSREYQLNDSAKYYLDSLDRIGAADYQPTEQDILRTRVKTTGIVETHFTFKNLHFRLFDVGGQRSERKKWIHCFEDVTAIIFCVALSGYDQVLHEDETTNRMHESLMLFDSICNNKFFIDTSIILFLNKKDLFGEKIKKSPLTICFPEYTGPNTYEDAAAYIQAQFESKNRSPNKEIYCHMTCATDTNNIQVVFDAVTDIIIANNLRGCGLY
ABCB1 inh = inhibitors of human ABCB1 transporter, ABCG2 counter-screen; P08183; CCRF-Adr cells, JC-1 efflux, flow cytometry; inhibition, % at 6.6 µM; 190,000 tested, 0.067% active; AID 1326; in the data active means inhibition above about 40%;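 further: 0% = vehicle and 100% = reference inhibitor; higher value means more JC-1 retained so stronger ABCB1 efflux block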
RGS4-Gao reg = modulates binding of RGS4 to human Galphao. Multiplexed bead flow cytometry; actives lie on both sides. binding response (% of control), % at 10 µM. 220,000 tested, 0.33% active. AID 1415; in the data active means binding response below about 49% or above about 150%; inactive means in between;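 further: fluorescent Galphao activated with aluminum fluoride binding bead-coupled RGS4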
Mcl-1 Bim block = human Bim-Mcl-1 interaction inhibition | inhibition, % at 10 µM | Q07820 | 190,000 tested, 0.1% active | Bead-based flow cytometry, Bim peptide-Mcl-1 binding | AID 1009; in the data active means inhibition above about 40%;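 further: 0% = no compound tracer wells and 100% = peptide blocker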
RGS8-Gao = modulates binding of RGS8 to human Galphao. response (percent of control binding), % at 10 µM. multiplexed bead flow cytometry; actives lie on both sides. 220,000 tested, 0.34% active; in the data active means response below about 60% or above about 140%; inactive means in between;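 further: Galphao activated as the GDP aluminium fluoride complex binding bead-coupled RGS8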
Avidin fluor = compound fluoresces at 488/530 nm on avidin beads | compound fluorescence 488/530 nm, flow cytometry; hits give high values | fluorescence (KMESF) at 10 µM | 220,000 tested, 0.38% active | AID 1775; in the data active means fluorescence above about 47; further: inactives centre near 10
GSH bead fluor = compound fluoresces at 488/530 nm on GSH beads; GSH beads flow cytometry, compound fluorescence 488/530 nm; hits give high values; fluorescence (KMESF) at 10 µM; 190,000 tested, 0.25% active; AID 1776; in the data active means fluorescence above about 89;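 further: glutathione beads carrying GST-tagged Bcl family fusion proteins plus one bare bead set; values are compound well signal with DMSO vehicle wells as background; inactives centre near 16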
Mcl1 Bid PPI = Mcl-1/Bid interaction inhibition; Q07820; TR-FRET Mcl-1/Bid-Dy647 peptide binding, 1536-well; inhibition, % at 21.7 µM; 220,000 tested, 0.97% active;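 active means compounds that cut the binding signal by more than half at the single screening dose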;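 further: His-tagged Mcl-1 with europium anti-His antibody binding Bid BH3 peptide; 0% = Mcl-1 plus peptide wells and 100% = peptide-only wells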
* = called active by the depositor; ? = inconclusive; . = not tested or not shown. Rows are unselected; overall some 3.3% were active at least once.

SMILES	Pf gametocyte	Mcl1-Noxa inh	ABCG2 block	RGS7-Gao	ABCB1 inh	RGS4-Gao reg	Mcl-1 Bim block	RGS8-Gao	Avidin fluor	GSH bead fluor	Mcl1 Bid PPI
CCOC(=O)C(=O)Nc1ccc(S(=O)(=O)N2CCOCC2)cc1OC	.	6	1	96	0.1	98	0	98	6	37	-3
O=c1[nH]c(=S)n(C2CCCCC2)c(O)c1C=NCCN1CCOCC1	14	-7	.	?	.	94	.	99	5	.	-11
O=C(CSc1nc2cc(C(F)(F)F)ccc2n1Cc1ccccc1)NC1CCS(=O)(=O)C1 (stereo unspecified)	.	5	4	103	0.6	106	-3	99	15	10	-28
CCc1cccc(NC(=O)CCc2nc(-c3cccs3)no2)c1	.	14	7	100	0.8	102	1	99	7	28	-2
Cc1ccc(OCC(=O)N2CCOCC2)c([N+](=O)[O-])n1	14	2	.	?	.	97	.	97	11	.	-26
CC(=O)c1c(N2CCN(C(=O)C3CCCO3)CC2)nc(=S)n(-c2ccccc2)c1C (stereo unspecified)	18	8	0	96	0.0	96	-1	99	8	18	-25
Cc1ccc(NC2=CC(=O)CC(c3ccco3)C2)c(N)c1 (stereo unspecified)	.	-1	1	101	-0.1	104	-1	100	7	24	-25
CCOC(=O)C1CCN(c2c(NC3CCCc4ccccc43)c(=O)c2=O)CC1 (stereo unspecified)	.	1	-4	99	-3.0	100	-1	100	7	25	-5
CNc1nc(SC)nc2ccccc12	12	-8	0	99	-0.5	104	4	100	8	19	4
N#CCCC12CCCCC1=Nc1ccccc12 (stereo unspecified)	.	17	0	97	0.0	101	-16	102	5	24	-11
Cc1c(C(=O)OCC(=O)Nc2ccc3c(c2)OCO3)cccc1[N+](=O)[O-]	18	21	36	96	9.6	93	-3	102	9	20	4
O=C(O)Cn1cc(C(=O)C2CC2)c2ccccc21	.	6	1	100	0.3	101	0	101	10	14	7
CCN1CCN(CC(=O)N2CCCC(C(=O)c3ccc(Oc4ccccc4)cc3)C2)CC1 (stereo unspecified)	2	8	2	96	1.8	100	-1	100	13	12	4
Cc1cc(C)n(CCCNCC(O)c2ccccc2)n1 (stereo unspecified)	.	28	0	98	0.1	100	2	97	8	21	38
Cc1ccc(NC(=O)C[n+]2cc(-c3ccccc3)n3c2CCC3)cc1	-11	0	.	?	.	104	.	103	6	.	-24
O=C(Nc1ccc(F)cc1)c1cccc(N2C(=O)C3C4CCC(C4)C3C2=O)c1 (stereo unspecified)	-44	-7	6	102	2.1	100	-2	101	4	12	6
O=c1c2ccccc2nc2n1C(CSCc1ccc(Cl)cc1)CS2 (stereo unspecified)	-5	10	6	100	1.6	101	-5	104	29	21	-3
COc1cccc(NC(=O)CCNC(=O)c2ccccc2Cl)c1	.	7	0	92	0.0	90	-5	91	11	12	-19
COc1ccc(NC(=O)CSc2nnc(COc3ccccc3)n2Cc2ccco2)cc1OC	-8	7	12	99	1.6	103	-2	101	8	24	-12
Cc1cc(C)c2ccc(/C=N/O)nc2c1O	-16	-147	.	?	.	93	.	96	5	.	-44
Cc1ccc(-c2nn(CC(=O)NCc3ccco3)c(=O)c3ccccc23)cc1	.	-41	1	96	0.0	95	-6	95	11	19	7
Cc1ccccc1OCC(O)Cn1c(Br)nc2c1c(=O)n(C)c(=O)n2C (stereo unspecified)	6	1	18	101	5.8	100	-4	100	5	10	12
CCN(c1ccc(NC(=O)COC(=O)c2ccc(C)c(S(=O)(=O)N3CCOCC3)c2)cc1)C(C)C	2	74*	27	98	1.5	101	-6	107	9	31	24
Cc1ccc(S(=O)(=O)N=S(CC2CC2(Cl)Cl)CC2CC2(Cl)Cl)cc1 (stereo unspecified)	-17	11	0	103	0.4	104	-2	102	7	8	-12
CC1CN(/C=C/C(=O)C(F)(F)F)CC(C)O1 (stereo unspecified)	-18	10	5	?	2.3	98	0	100	21	13	-23
Fc1ccc(Nc2ncnc3sc4c(c23)CCC4)cc1	.	18	7	107	0.8	107	2	103	9	42	-5
O=C(O)c1cccc(S(=O)(=O)N2CCN(C(c3ccccc3)c3ccccc3)CC2)c1	15	3	4	92	0.4	95	-2	98	9	26	-3
C=CCn1c(SCC)nc(O)cc1=O	.	7	3	100	0.8	99	1	99	8	65	7
COc1ccc(NC(=O)CSc2nnc(NC(=O)c3ccco3)s2)cc1	-4	10	1	104	0.3	99	-1	105	13	24	-5
Cc1ccc(N(CC(=O)NCCSCc2ccco2)S(=O)(=O)c2ccc(F)cc2)cc1	19	22	8	98	2.5	97	-1	97	6	22	-5
COC(=O)c1noc(-c2ccc(C)cc2)n1	.	3	4	100	0.8	99	-1	96	14	60	-17
O=C(Nc1cc([N+](=O)[O-])ccc1F)C1CC1	-16	-5	5	105	0.5	103	-4	103	5	9	-12
CC(=O)c1c(C)[nH]c(C(=O)COC(=O)c2cc(S(=O)(=O)N(C)c3ccccc3)ccc2Cl)c1C	3	-2	7	110	2.3	107	-4	103	13	5	-21
CC(=O)Nc1ccc(Cc2nc3ccccc3[nH]2)cc1	.	2	3	97	0.4	98	-2	101	10	10	-20
c1ccc(-n2nnnc2NCCCN2CCOCC2)cc1	13	-6	2	103	0.2	100	0	101	8	12	-21
COc1ccc(Cl)cc1NC(=O)Cn1cccc1	.	10	21	100	-0.2	103	0	104	24	18	-29
COCCn1nnnc1C(CC(C)C)N1CCN(C(=O)c2ccco2)CC1 (stereo unspecified)	.	10	19	98	0.4	99	0	99	23	20	-1
Cc1ccc(Nc2cc(=O)[nH]c(=O)[nH]2)c(C)c1	.	3	1	103	0.1	103	-2	104	36	12	-21
Cn1cccc1Cc1nnc(SCC(=O)NCc2ccccc2Cl)n1-c1ccc(F)cc1	.	-9	6	100	1.8	102	1	101	7	26	-29
COc1ccc(CCNc2nc(-c3ccco3)cc(C(F)(F)F)n2)cc1OC	.	9	16	102	1.6	108	1	104	6	16	-18
Cc1ccc(CSc2nc3ccncc3n2CC(=O)Nc2cc(C)cc(C)c2)cc1	.	-26	2	100	0.5	100	-5	100	6	14	1
O=C(NCc1cccnc1)c1ccccc1-c1nc(-c2ccccc2)no1	-33	26	3	107	1.2	104	-2	109	8	17	-7
O=C(Nc1ccc(OC(F)(F)F)cc1)Nc1cccnc1	8	8	.	?	.	111	.	108	6	.	-1
COCCn1c(SCC(=O)Nc2nnc(C)s2)nnc1-c1ccoc1C	14	6	0	?	0.0	107	4	104	9	11	-16
COc1cccc(NC(=O)CSc2nc(C)cs2)c1	7	13	5	100	0.4	96	-3	100	9	12	-14
CN(CC(=O)OCC(=O)NCc1ccccc1)S(=O)(=O)c1ccc(Cl)cc1	-2	20	1	91	0.3	94	0	93	10	11	-2
CCN(CC)C(=O)CC1(c2ccccc2OC)CCOC(C(C)C)C1 (stereo unspecified)	-2	2	1	102	0.6	102	-4	102	6	14	-22
CCOC(=O)Cn1cnc2sc(C(=O)OC)c(C)c2c1=O	.	3	-2	104	-1.2	105	0	106	11	15	-20
CC(C)c1ccc2c(c1)c(SC(C)(C)C)c(CC(C)(C)C(=O)O)n2Cc1ccc(Cl)cc1	.	69*	1	98	.	103	-1	102	6	65	83*
CC(=O)n1c(C=Nc2ccccc2)c(O)c2ccccc21	-6	-1	2	98	0.8	98	2	103	8	15	-69

Going on with the list:
SMILES	Pf gametocyte	Mcl1-Noxa inh	ABCG2 block	RGS7-Gao	ABCB1 inh	RGS4-Gao reg	Mcl-1 Bim block	RGS8-Gao	Avidin fluor	GSH bead fluor	Mcl1 Bid PPI
COc1ccc2nc(C)cc(SCC(=O)Nc3c(C)cccc3C)c2c1	-9	-7	6	96	0.8	98	-2	101	11	8	68*
COc1ccc(C2c3[nH]c4ccccc4c3CCN2CCCn2cccn2)c(C)c1C (stereo unspecified)	17	3	0	95	0.0	96	0	99	10	17	-64
O=C(c1ccc2c(=O)n(CC3CCCO3)c(=S)[nH]c2c1)N1CCN(c2ccccc2)CC1 (stereo unspecified)	.	8	1	102	0.1	97	0	100	14	16	-31
CCSC1=N/C(=C\c2ccc3c(c2)OCO3)C(=O)S1	-3	17	0	93	0.0	96	-3	95	21	12	-19
O=c1c2cccc(Cl)c2nc2n1Cc1ccccc1-2	-5	-5	.	?	.	90	.	89	4	.	-23
CCCc1nc2c(C)cc(-c3nc4ccccc4n3C)cc2n1Cc1ccc(-c2ccccc2C(=O)O)cc1	.	39	5	95	.	99	2	101	8	65	32
O=c1cc(NS(=O)(=O)c2ccccc2)nc(SCc2ccccc2Cl)[nH]1	.	13	4	100	0.7	101	-2	102	16	17	0
COc1cc(/C=N/Nc2cccc(C)c2)ccc1OC(=O)c1cccs1	0	2	-5	93	-1.0	95	-6	96	12	10	-29
O=C1CCCC/C1=C/Nc1ccc2c(c1)OCO2	3	27	0	90	-0.1	97	-2	91	30	11	-34

In another format: nine of the compounds above
mol | Pf gametocyte | Mcl1-Noxa inh | ABCG2 block | RGS7-Gao | ABCB1 inh | RGS4-Gao reg | Mcl-1 Bim block | RGS8-Gao | Avidin fluor | GSH bead fluor | Mcl1 Bid PPI
COc1ccc2nc(C)cc(SCC(=O)Nc3c(C)cccc3C)c2c1 | -9 | -7 | 6 | 96 | 0.8 | 98 | -2 | 101 | 11 | 8 | 68*
COc1ccc(C2c3[nH]c4ccccc4c3CCN2CCCn2cccn2)c(C)c1C (stereo unspecified) | 17 | 3 | 0 | 95 | 0.0 | 96 | 0 | 99 | 10 | 17 | -64
O=C(c1ccc2c(=O)n(CC3CCCO3)c(=S)[nH]c2c1)N1CCN(c2ccccc2)CC1 (stereo unspecified) | . | 8 | 1 | 102 | 0.1 | 97 | 0 | 100 | 14 | 16 | -31
CCSC1=N/C(=C\c2ccc3c(c2)OCO3)C(=O)S1 | -3 | 17 | 0 | 93 | 0.0 | 96 | -3 | 95 | 21 | 12 | -19
O=c1c2cccc(Cl)c2nc2n1Cc1ccccc1-2 | -5 | -5 | . | ? | . | 90 | . | 89 | 4 | . | -23
CCCc1nc2c(C)cc(-c3nc4ccccc4n3C)cc2n1Cc1ccc(-c2ccccc2C(=O)O)cc1 | . | 39 | 5 | 95 | . | 99 | 2 | 101 | 8 | 65 | 32
O=c1cc(NS(=O)(=O)c2ccccc2)nc(SCc2ccccc2Cl)[nH]1 | . | 13 | 4 | 100 | 0.7 | 101 | -2 | 102 | 16 | 17 | 0
COc1cc(/C=N/Nc2cccc(C)c2)ccc1OC(=O)c1cccs1 | 0 | 2 | -5 | 93 | -1.0 | 95 | -6 | 96 | 12 | 10 | -29
O=C1CCCC/C1=C/Nc1ccc2c(c1)OCO2 | 3 | 27 | 0 | 90 | -0.1 | 97 | -2 | 91 | 30 | 11 | -34
